Bioassay records from PubChem BioAssay.
4-MU autofl: compound fluoresces in the 4-MU spectral region; compound autofluorescence, 340/450 nm, 4-MU equivalents; hits give high values; max dye-equivalent concentration, M; 59,000 compounds, 11% hits; AID 589; in the data active = max dye-equivalent concentration above about 10 nM; inconclusive = mostly about 1.1 nM to 9.6 nM
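Intrinsic fluorescence at 340/450 nm (ex/em) was read after 15 min at room temperature in pH 8.0, 100 mM Tris. Each compound concentration expressed as 4-MU-equivalent concentration from a six-point 4-MU standard series on each plate.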
CRE Fsk mod: alters forskolin-stimulated CRE reporter signaling in CHO cells. CHO CRE-bla reporter (cAMP response element driving beta-lactamase), forskolin EC10, beta-lactamase ratio. Potency, µM (doses to about 38.2 µM), inactives show at the highest dose activity change, negative = inhibition, hits mostly activators. 71,000 compounds, 2.5% hits. AID 662; active = well fitted activation curve with a large enough effect in the signal ratio, with a control signal flat, not every such curve was filed as active; inconclusive = small, poorly fitted or top-dose-only effect, or effect the other way, or a change in a side signal; the % refers to the signal ratio; note: potency is the fitted concentration of half-maximal effect; % of control where 0% means no effect
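Beta-lactamase reporter under a cAMP responsive element in CHO cells; compounds tested in titration series against EC10 NKH 477, 3 h at 37 °C. Read-out: CCF4 FRET ratio 460nm/530nm (excitation 405nm) giving %Activity, fitted to AC50.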
Epigenetic mod: epigenetic GFP locus derepression in mouse cells. mouse C127i GFP locus derepression, cytometry, 30 h. Potency, µM (doses to about 46.1 µM), without a hit: at the highest dose GFP derepression (activation). 68,000 compounds, 0.09% hits. AID 597; note: % of control where 0% means no effect
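Derepression screen: silenced CMV-GFP reporter in murine C127i cells, 30 h compound incubation at 37 C, washed cells imaged by laser-scanning cytometer to enumerate GFP-expressing objects of 20 to 120 um.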
Fluorescein fluor: compound autofluorescence in fluorescein spectral region | Compound autofluorescence, 480/540 nm, fluorescein-equivalent; hits give high values | max fluorescein-equivalent concentration, M | 59,000 compounds, 0.91% hits | AID 593; in the data active = max fluorescein-equivalent concentration above about 10 nM; inconclusive = between about 1.1 nM and that limit
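Fluorescein stocks ranging 3 mM down to 300 nM, plus DMSO blanks, were pinned alongside compounds to build a per-plate standard curve. Buffer: 100 mM Tris, pH 8.0. Incubation 15 min, room temperature; filters 480/540 nm.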
FLuc inh: blocks Photinus pyralis firefly luciferase activity; P08659; purified firefly luciferase, luminescence, 8 min; Potency, µM (series often up to 57.1 µM), for inactives: at the top dose activity change, negative = inhibition, hits mostly inhibitors; 72,000 compounds, 2.2% hits; note: potency is the fitted concentration of half-maximal effect; % is set by controls: 0 for no effect and ±100 for the full control effect; nearly all actives have a fitted effect of over 40% in size
Target sequence (P08659 whole entry, looked up): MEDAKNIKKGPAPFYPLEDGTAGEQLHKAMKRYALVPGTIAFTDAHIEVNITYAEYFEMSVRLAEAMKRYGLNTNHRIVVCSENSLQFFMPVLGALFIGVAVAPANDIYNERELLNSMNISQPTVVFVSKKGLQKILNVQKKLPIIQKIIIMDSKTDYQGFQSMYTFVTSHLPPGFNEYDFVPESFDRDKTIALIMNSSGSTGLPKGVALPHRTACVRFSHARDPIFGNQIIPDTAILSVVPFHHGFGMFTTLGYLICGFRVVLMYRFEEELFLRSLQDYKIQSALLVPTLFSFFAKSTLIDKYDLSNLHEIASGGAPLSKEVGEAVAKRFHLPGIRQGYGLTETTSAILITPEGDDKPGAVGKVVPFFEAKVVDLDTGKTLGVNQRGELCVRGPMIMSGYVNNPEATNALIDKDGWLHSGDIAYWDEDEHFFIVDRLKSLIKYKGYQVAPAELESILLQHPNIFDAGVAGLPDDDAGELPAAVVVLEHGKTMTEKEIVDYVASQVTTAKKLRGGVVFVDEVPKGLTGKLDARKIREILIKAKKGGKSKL
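qHTS concentration-response profiling: light output of P. pyralis luciferase with luciferin and 10 uM ATP, imidazole buffer pH 7.2. Read by luminescence after 8-min room-temperature incubation.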
ERK AVP inh: blocks ERK signaling stimulated by vasopressin. 72,000 compounds, 0.99% hits. HEK293-V1b, vasopressin-stimulated pERK AlphaScreen. Potency, µM (doses to about 57.5 µM), without a hit: top-dose activity, negative = inhibition, hits mostly inhibitors; note: potency is the fitted concentration of half-maximal effect; % is set by controls: 0 for no effect and ±100 for the full control effect; nearly all actives have a fitted effect of over 55% in size
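qHTS, compounds titrated on V1b-expressing HEK293 cells. Preincubation 30 min at 37C, vasopressin 25 nM for 5 min, lysis 10 min, bead incubation 5 hr at room temperature.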
Texas Red fluor: compounds fluorescent in Texas Red spectral region; Compound fluorescence, Texas Red channel, 547/618 nm; hits give high values; max dye-equivalent concentration, M; 59,000 compounds, 0.06% hits; AID 587; in the data active = max dye-equivalent concentration above about 10 nM; inconclusive = between about 1.1 nM and that limit
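Spectral interference profiling: each compound concentration's relative fluorescence, read with a 547 nm excitation and 618 nm emission filter pair, was normalized to a per-plate Texas Red standard curve.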
A350 autofl: A350 region autofluorescence. 59,000 compounds, 11% hits. max dye-equivalent concentration, M. Compound autofluorescence, 340/450 nm, Alexa 350 dye-equivalents; hits give high values; in the data active = max dye-equivalent concentration above about 10 nM; inconclusive = mostly about 1.1 nM to 9.6 nM
HBB splice mod: hemoglobin beta splicing modulation; HBB splicing reporter cell assay, activation; EGFP reporter with mutant IVS2-654 intron; response scale: normalised to 500 nM splice-correcting PNA; Potency, µM (series often up to 46.1 µM), for the others: at the top dose activation, actives largely listed as activators; 65,000 compounds, 0.06% hits; AID 925; note: potency is the fitted concentration of half-maximal effect; 0% is about no effect
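Compounds were applied for 2 days to HeLa EGFP-654 cells, 500/well in Optimem with 2% FCS. The reporter's EGFP is disrupted by mis-splicing of beta-globin intron IVS2-654. Readout: summed well GFP fluorescence from 488 nm laser scanning; reference was 500 nM antisense […] 654 PNA.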
Ub-GFP proteasome: ubiquitin-GFP accumulation via proteasome inhibition; 67,000 tested, under 10 active; Potency, µM (highest dose often 45.9 µM), for the others: at the top dose activation (GFP accumulation), most hits filed as activators; Ubiquitin-GFP reporter cells, proteasome inhibition, GFP fluorescence; response scale: untreated = 0%, 10 µM MG-132 = 100%; active = well fitted activation curve with a large enough effect, not every such curve was filed as active; inconclusive = small, poorly fitted or top-dose-only effect, or another doubt; inactive = no such curve, though single readings can be large or run the other way; note: potency is the fitted concentration of half-maximal effect
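U2OS cells stably expressing ubiquitin(G76V)-GFP, seeded overnight in 0.5% FBS medium, were exposed to compounds (qHTS, 46 uM to 2.9 nM) for 4 hr at 37 °C. GFP-positive cells were counted by laser cytometry (488 ex/515 em), normalized between basal and 10 uM MG-132.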
Hsp90 Hop PPI: changes Hsp90-Hop TPR2A binding signal, up or down; AlphaScreen TPR2A-His6 binding biotin-Hsp90 C-terminal peptide; Potency, µM (highest dose often 57 µM), without a hit: at the highest dose activity change, negative = inhibition; 71,000 compounds, 0.44% hits; active = well fitted curve in either direction with a large enough effect; inconclusive = small, poorly fitted or top-dose-only effect, or another doubt; note: potency is the fitted concentration of half-maximal effect; % is set by controls: 0 for no effect and ±100 for the full control effect; many of its hits are not listed in these tables
* = called active by the depositor; i = inactive; ? = inconclusive; · = no result given; [ ] = another dose, or the depositor's remark. Unless noted, calls come from the whole dose curve; as a rule, active = well fitted curve in the direction sought with a large enough effect; inconclusive = small, poorly fitted or top-dose-only effect, or another doubt; inactive = no such curve, though single readings can be large; an effect the other way counts as inactive or inconclusive. This is a subset, so the mix of outcomes need not match the whole.

The line under a structure holds: 4-MU autofl	CRE Fsk mod	Epigenetic mod	Fluorescein fluor	FLuc inh	ERK AVP inh	Texas Red fluor	A350 autofl	HBB splice mod	Ub-GFP proteasome	Hsp90 Hop PPI
COc1cccc(C2=CC(c3cccc(OC)c3OC)n3nnnc3N2)c1 (stereo unspecified)
 : i	?	5%	i	-2%	-28%	i	i	-5.7%	-7%	0%
O=C(O)c1ccccc1S(=O)(=O)NCC(O)COC1CCCCC1 (stereo unspecified)
 : i	-5%	1%	i	2%	-5%	i	?	·	4%	-5%
CCC(C(=O)NCc1ccco1)N(C(=O)CNS(=O)(=O)c1ccc(C)cc1)c1ccccc1OC (stereo unspecified)
 : i	-8%	0%	?	3%	-5%	i	i	·	2%	-6%
O=S(=O)(c1cccc2cnccc12)N1CCNCC1
 : ·	?	0%	·	0%	-7%	·	·	·	0%	-3%
CC(=O)N1CCc2cc(S(=O)(=O)NCCC(=O)Nc3cc(C)cc(C)c3)ccc21
 : i	-10%	1%	?	2%	21%	i	i	0.1%	11%	-1%
COC(=O)N(C)CCCC1(C)C(=O)N(C)c2ccc(O)cc21 (stereo unspecified)
 : i	3%	2%	i	4%	13%	i	?	-1.6%	-1%	?
O=C(N1CCOCC1)C(F)(F)C(F)(F)C(F)(F)C(F)(F)C(=O)N1CCOCC1
 : ·	2%	-2%	·	-3%	-3%	·	·	0.7%[9.22 µM]	1%	-3%
Cc1cccc(C)c1OCc1nnc(SCC(=O)Nc2ccccc2F)o1
 : ·	-7%	3%	·	0%	-18%	·	·	-0.1%	3%	-1%
COCCCn1c(SCC(=O)N2CCCCC2C)nnc1-c1ccco1 (stereo unspecified)
 : i	0%	4%	?	2%	-23%	i	?	-2.7%	10%	-3%
CCOC(=O)c1c(NC(=O)CSc2nc3c(c(=O)n(C)c(=O)n3C)n2CC)sc(C)c1C
 : i	13%	0%	?	1%	6%	i	i	0.3%	2%	1%
NC(=O)C1CCN(C(=O)N2c3ccccc3Sc3ccccc32)CC1
 : i	-6%	-2%	?	1%	12%	?	i	-2.6%	3%	-3%
Cc1cc2nc3c(nc2cc1C)C1(C(=O)O)CCC3(C)C1(C)C (stereo unspecified)
 : i	-19%	-1%	i	-8%	0%	i	i	1.8%	6%	-3%
Nc1nc(CN2CCOCC2)cs1
 : i	1%	-5%	?	4%	15%	?	i	0.0%[57.5 µM]	-1%	-3%
O=C(NC1CCCC1)C(c1ccccc1)N(C(=O)c1ccno1)c1cccnc1 (stereo unspecified)
 : i	?	2%	i	2%	-17%	i	i	0.2%[57.5 µM]	0%	-1%
CC(CCc1ccccc1)NCC(O)c1ccc(O)c(C(N)=O)c1 (stereo unspecified)
 : 4.8e-08M*	·	2%[20.6 µM]	?	1%[25.5 µM]	-16%	i	5.5e-08M*	·	·	·
CCN(CC)CCOC(=O)c1ccc(NC(=O)COc2cc(=O)n(CC)c3ccccc23)cc1
 : i	?	-2%	i	2%	10%	i	i	-1.7%	-1%	0%
Cc1cc(O)c(C(C)C)cc1NC1=NS(=O)(=O)c2ccccc21
 : i	-12%	0%	?	2%	-1%	i	i	1.6%	-5%	-5%
O=C(c1ccc(=O)oc1)N1CCOCC1
 : 1.8e-07M*	·	0%[20.6 µM]	?	2%[25.5 µM]	·	i	1.9e-07M*	·	·	·
CCNC(=O)CCC(=O)Nc1cc(Cl)ccc1C
 : ·	3%	5%	·	1%	-7%	·	·	0.7%	-7%	-3%
Cc1ccc(C(=O)C2=C(O)C(=O)N(CCN3CCOCC3)C2c2ccccn2)o1 (stereo unspecified)
 : 1e-08M*	·	-4%[20.6 µM]	?	0%[25.5 µM]	·	i	1.2e-08M*	·	·	·
CCc1cc2c(=O)c(-c3nc4ccccc4n3C)coc2c(CN2CCOCC2)c1O
 : ·	26%[7.6 µM]	-2%	·	1%	-16%	·	·	-2.4%[0.0738 µM]	11%[9.17 µM]	-6%[11 µM]
CSc1nsc(SCc2ccc(F)cc2)n1
 : i	?	-3%	?	-1%	134%[activator]	i	i	-0.2%	0%	?
O=C(Nc1cccc(F)c1)N1CC2(CCN(C(=O)c3csnn3)CC2)C1
 : i	-5%	2%[9.22 µM]	i	-1%[11.4 µM]	-14%	i	i	1.7%	-7%	1%
O=C1COc2ccc(OCc3ccc(F)cc3)cc21
 : i	7%	-3%	?	?	10%	i	i	2.5%	-7%	-4%
Cn1c(=O)c2c(nc(SCCN3CCOCC3)n2Cc2ccccc2)n(C)c1=O
 : i	20%	4%	i	-1%	?	i	i	·	-3%	-2%
CC(C)(CNC(=O)c1cccs1)CNC(=O)c1cccs1
 : ·	-4%	10%	·	0%	-30%	·	·	2.5%	-6%	0%
CC(C)C(=O)N(Cc1cc2ccccc2[nH]c1=O)C(C)C
 : i	1%	0%	i	3%	12%	i	i	-1.6%	5%	-2%
CC12COC3(C(=O)Nc4cccnc4)CC1CCC32C (stereo unspecified)
 : i	6%	0%	i	2%	-14%	i	i	2.1%[57.5 µM]	-1%	-1%
O=C(O)CNC1=NCCCCC1
 : i	?	2%	?	7%	-3%	?	i	-2.0%	5%	-5%
O=C(CCCn1c(=O)c2sccc2n(CC(=O)NCc2ccco2)c1=O)NCc1ccco1
 : i	?	2%	i	-1%	-12%	i	i	0.8%	1%	0%

A draw from above in order of formula weight, high to low.
The line under a structure holds: 4-MU autofl	CRE Fsk mod	Epigenetic mod	Fluorescein fluor	FLuc inh	ERK AVP inh	Texas Red fluor	A350 autofl	HBB splice mod	Ub-GFP proteasome	Hsp90 Hop PPI
COc1cccc(C2=CC(c3cccc(OC)c3OC)n3nnnc3N2)c1 (stereo unspecified)
 : i	?	5%	i	-2%	-28%	i	i	-5.7%	-7%	0%
CC(CCc1ccccc1)NCC(O)c1ccc(O)c(C(N)=O)c1 (stereo unspecified)
 : 4.8e-08M*	·	2%[20.6 µM]	?	1%[25.5 µM]	-16%	i	5.5e-08M*	·	·	·
O=C(O)CNC1=NCCCCC1
 : i	?	2%	?	7%	-3%	?	i	-2.0%	5%	-5%

More compounds
The line under a structure holds: 4-MU autofl	CRE Fsk mod	Epigenetic mod	Fluorescein fluor	FLuc inh	ERK AVP inh	Texas Red fluor	A350 autofl	HBB splice mod	Ub-GFP proteasome	Hsp90 Hop PPI
COc1ccc(C(c2nnnn2Cc2cccs2)N2CCN(c3ccc(F)cc3)CC2)cc1OC (stereo unspecified)
 : ?	-8%	1%	?	-2%	-3%	?	?	-2.1%	0%	-11%
CC1CCCCC12NC(=O)N(CC(=O)NCCc1ccccn1)C2=O (stereo unspecified)
 : i	-10%	-1%	?	-1%	9%	i	i	0.1%[57.5 µM]	4%	-2%
O=C(Nc1ccc2nn(-c3ccccc3)nc2c1)c1ccc2c(c1)OCCO2
 : ·	?	-2%	·	-24%	16µM*	·	·	-1.6%[9.22 µM]	14%	3%
Cc1ccc2c(c1)nnn2C1CCN(C(=O)C2CCCCC2)CC1
 : i	-1%	0%	i	5%	-11%	i	i	-0.1%[57.5 µM]	0%	-4%
N#CC1=C(N)Oc2cc(N)ccc2C1C1CC=CCC1 (stereo unspecified)
 : 7.2e-08M*	?	-2%	i	0%	-19%	i	7.1e-08M*	0.2%[57.5 µM]	-2%	-3%
COc1ccc(C2C3=C(Nc4ncnn42)c2ccccc2CC3)cc1OC (stereo unspecified)
 : ?	8%	3%	?	0%	0%	i	?	·	-1%	-1%
O=C(CN1CCc2ccccc2C1)c1cccs1
 : ?	-14%	-2%	?	-2%	13%	i	?	-0.2%	3%	-2%
N#Cc1cc2c(nc1SCc1nc3ccccc3[nH]1)CCC2
 : i	?	-2%	?	4µM*	?	i	i	2.5%[0.369 µM]	·	12%
CC(=O)Nc1ccc2nc(-c3ccccn3)[nH]c2c1
 : ?	13%	2%	?	13µM*	0%	i	?	·	10%	?
O=c1cc(CN2CCC3(CC2)OCCO3)c2c(ccc3ccccc32)o1
 : 1.4e-08M*	?	3%	i	5%	-6%	i	1.5e-08M*	1.4%	26%	-3%

Whole records, looked up by structure. Order of values: 4-MU autofl, CRE Fsk mod, Epigenetic mod, Fluorescein fluor, FLuc inh, ERK AVP inh, Texas Red fluor, A350 autofl, HBB splice mod, Ub-GFP proteasome, Hsp90 Hop PPI
Profile of `N#CC1=C(N)Oc2cc(N)ccc2C1C1CC=CCC1` (stereo unspecified) : 7.2e-08M*, ?, -2%, i, 0%, -19%, i, 7.1e-08M*, 0.2%[57.5 µM], -2%, -3%
Profile of `O=c1cc(CN2CCC3(CC2)OCCO3)c2c(ccc3ccccc32)o1` : 1.4e-08M*, ?, 3%, i, 5%, -6%, i, 1.5e-08M*, 1.4%, 26%, -3%
